# COUP-TFII inh: inhibitors of human COUP-TFII (NR2F2); HEK293T NGFI-A luciferase reporter, luminescence; inhibition, % at 8.6 µM; AID 686940; P24468; hit rate 0.7% among 370,000;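 active = inhibition above a per-plate cutoff, mean inhibition of test wells between control levels plus 3 SD, cut at about 38% in these data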;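 note: cells cotransfected with COUP-TFII expression vector driving the NGFI-A reporter; 0% = median of COUP-TF2 test wells and 100% = reporter-only cells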
# TWEAK-Fn14 inh: inhibitors of TWEAK-Fn14 interaction signaling; TWEAK-stimulated Fn14 reporter cells, luciferase luminescence, 8 h; inhibition, % at 10 µM; hit rate 2% among 360,000; in the data active = inhibition above about 50%
# TROY NFkB inh: blocks TROY-dependent signaling in reporter cells | Q293 LMP1-TROYcd NF-kB luciferase reporter, 4 h | AID 1347056 | hit rate 0.98% among 360,000 | inhibition, % at 10 µM;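 active = compounds whose plate-normalised and pattern-corrected inhibition of the luciferase reporter signal at the single screening dose is 50% or more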
# SRC3 inh: inhibitors of human steroid receptor coactivator 3 (SRC3). inhibition, % at 3.6 µM. Q9Y6Q9. hit rate 0.17% among 360,000. HEK293 GAL4-SRC3 luciferase reporter, luminescence. AID 588352;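 active = inhibition above a per-campaign cutoff, the mean of all compounds plus 3 SD, cut at about 60% in these data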;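 note: 0% = DMSO-treated cells and 100% = gossypol-treated cells at 36 µM; higher means less SRC3-driven luciferase light from the GAL4 reporter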
# KKLEB tox: counter-screen for CF NF-kB inhibitors: cytotoxicity | AID 602141 | KKLEB CF airway cells viability, ATPlite luminescence, overnight; hits give low values; cells stimulated with P. aeruginosa culture filtrate | hit rate 0.36% among 360,000 | activity change (cytotoxicity), % at 5 µM;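 active = corrected activity change at or below -50% at 5 µM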
# Shn3 3UTR inh: reduces Shn3 3'UTR luciferase signal in osteoblasts; Clone20 osteoblast Shn3 3'UTR firefly luciferase, 24 h; inhibition, % at 12.5 µM; hit rate 0.52% among 360,000;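 active = mean inhibition of at least 75% with every replicate also reaching 75%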;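 note: 0% = median of neutral control wells and 100% = pilot-screen positive control compound; some compounds past the cut are filed as inactive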
# SRC1 inh: inhibitors of human steroid receptor coactivator 1 (SRC1); hit rate 0.12% among 360,000; Q15788; inhibition, % at 3.6 µM; HEK293 GAL4-SRC1 luciferase reporter, luminescence;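 active = inhibition above the campaign mean plus 3 SD, with each screening campaign given its own cutoff, cut at about 60% in these data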;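 note: 0% = DMSO treated cells and 100% = gossypol at 36 µM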
# EBV LMP1 NFkB: Epstein-Barr LMP1 NF-kappaB reporter inhibition; hit rate 0.69% among 350,000; inhibition, % at 12.5 µM; LMP1-induced NF-kappaB luciferase reporter cells, luminescence; in the data active = inhibition above about 41%;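 note: 0% = neutral control wells and 100% = reference inhibitor control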
# C8 TRAIL sens: sensitizes caspase-8 expressing cells to TRAIL; inhibition (viability loss, TRAIL sensitization), % at 10 µM; hit rate 1% among 360,000; NB7+C8 cells + TRAIL, ATPlite viability luminescence;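 active = compounds causing at least 50% loss of cell viability in the single-dose screen, relative to plate controls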
# CF NFkB block: blocks PAF-induced NF-kB reporter in cystic fibrosis cells | KKLEB NF-kB-GFP reporter, GFP fluorescence overnight | inhibition, % at 5 µM | hit rate 0.86% among 360,000 | AID 588850;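 active = at least 50% inhibition at 5 µM, scaled per plate between neutral and stimulator controls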;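 note: PAF is a Pseudomonas aeruginosa culture filtrate used as stimulus; plate controls were PAF-stimulated DMSO wells for no effect and unstimulated DMSO wells for full effect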
# NR5A2 inv ag: suppresses constitutive activity of human LRH-1 | O00482 | HEK293T StAR-luciferase reporter, LRH-1 transfected, 24 h | inhibition, % at 3.6 µM | hit rate 0.13% among 360,000 | AID 602396;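 active = inhibition above the mean inhibition of all tested compounds plus 3 SD, cut at about 73% in these data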;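 note: 0% = DMSO wells and 100% = reporter-only cells lacking LRH-1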
# Numbers without * were called inactive; . = no result given.
(1) Cc1ccc(-c2cccc(C3CC=CC4C3C(=O)N(Cc3ccccc3)C4c3cc(C)ccc3F)c2)cc1 (stereo unspecified)
(2) CC(=O)c1cc(-c2ccccc2)[nH]c1N1CCCC1
(3) COCCNC(=O)CSc1nc2nc(C)cc(C)n2n1
(4) O=c1[nH][nH]c(-c2ccccc2O)c1C(C[N+](=O)[O-])c1ccc(Cl)cc1Cl (stereo unspecified)
(5) O=C(Nc1nc(-c2ccccc2)c(-c2ccccc2)o1)c1ccc(F)cc1
(6) COC(=O)c1cn(NC(=O)Cc2cccc(OC)c2)c(=O)c2ccccc12
(7) COC(=O)C1=C[C@@H](C(=O)OC)[C@@H]2C3=C(C(=O)C2(C)C)[C@H](c2ccccc2)[C@@H]2C(=O)N(C)C(=O)[C@@H]2[C@@H]3C1
(8) O=C(Nc1nnc(-c2ccccc2F)s1)C1CCCO1 (stereo unspecified)
(9) Cc1c(C(=O)OC2CCCC2)[nH]c2c1C(=O)CC(c1ccco1)C2 (stereo unspecified)
(10) CCOc1cc(C(=O)Nc2ccc(S(=O)(=O)Nc3nnc(CC)s3)cc2)cc(OCC)c1OCC

entry no.,1,2,3,4,5,6,7,8,9,10
COUP-TFII inh,-1,-2,6,-2,-21,8,-1,-55,-58,1
TWEAK-Fn14 inh,-2,-8,-4,-5,-32,-39,8,7,29,9
TROY NFkB inh,-12,-12,-23,1,-8,16,4,-31,17,-4
SRC3 inh,-12,8,9,14,4,-8,10,-102,8,0
KKLEB tox,-8,0,6,3,9,20,10,-8,-31,8
Shn3 3UTR inh,38,2,3,-2,23,-3,-7,-77,90*,-15
SRC1 inh,-24,-9,-7,16,0,6,-13,-174,-16,5
EBV LMP1 NFkB,-7,-26,15,2,24,-4,-7,-17,6,-4
C8 TRAIL sens,21,-2,3,3,5,-7,-11,-13,20,-7
CF NFkB block,38,-5,3,-7,0,-27,-11,13,50*,-25
NR5A2 inv ag,-30,-15,18,6,-5,19,2,-153,32,-26

# As entered above:
# Reading for cpd 5 under SRC1 inh: 0
# Reading for cpd 6 under KKLEB tox: 20
# Reading for cpd 9 under TWEAK-Fn14 inh: 29
# Reading for cpd 1 under COUP-TFII inh: -1

# The listing continues.
(11) C/C(=N/NC(=O)c1cccs1)c1ccco1
(12) O=C(Nc1nnc(Cc2ccccc2)s1)c1cccs1
(13) CCc1c(C)c2ccc(O)c(CN(C)C)c2oc1=O
(14) NC(=O)[C@@H]1CC2(CC(c3cccc(NC(=O)[C@@H]4CCC(=O)N4)c3)=NO2)CN1C(=O)Cc1ccc([N+](=O)[O-])cc1 (stereo partly specified)
(15) CC(NC(N)=O)C(=O)OCC(=O)c1ccc(-c2ccccc2)cc1 (stereo unspecified)
(16) CCOc1ccc(Nc2nc(Cc3nnc(SCC(=O)NCc4ccco4)n3CC)cs2)cc1
(17) COc1ccccc1-c1cnc(C(O)c2ccc(C)c(F)c2)[nH]1 (stereo unspecified)
(18) COc1cccc(N2C(=O)C3CCCN3C2c2ccc(F)cc2)c1 (stereo unspecified)
(19) CN1CCN(c2nc(-c3cc4ccccc4o3)cs2)CC1
(20) O=C(Nc1ccc(S(=O)(=O)N2CCCCC2)cc1)c1cnccn1

entry no.,11,12,13,14,15,16,17,18,19,20
COUP-TFII inh,-57,-3,10,-9,-10,9,8,3,-23,-1
TWEAK-Fn14 inh,-30,-17,-16,15,9,11,1,-5,-20,3
TROY NFkB inh,-42,-34,-16,-9,-10,1,-11,-3,-68,5
SRC3 inh,-49,-50,6,-22,1,21,6,2,-7,15
KKLEB tox,10,0,10,-9,5,3,-5,0,3,-7
Shn3 3UTR inh,-21,-80,2,-25,-13,-7,9,-1,-9,14
SRC1 inh,-97,-74,-8,-12,5,-5,-3,3,-20,-9
EBV LMP1 NFkB,-5,-34,3,3,-6,-3,.,-3,-12,-10
C8 TRAIL sens,1,-4,-11,-7,-4,12,-8,13,-6,-10
CF NFkB block,-15,4,8,-5,0,17,-2,2,12,-1
NR5A2 inv ag,-148,-54,-25,14,-4,-15,18,-13,-16,-11

(21) COc1ccc(C2C(C#N)=C(N)N(N(C)C)C3=C2C(=O)CC(C)(C)C3)cc1 (stereo unspecified)
(22) COc1ccc(CCC(=O)N2CCc3ccccc32)cc1
(23) COc1ccc(C(c2sc3nc(C)nn3c2O)N2CCN(Cc3ccccc3)CC2)cc1OC (stereo unspecified)
(24) CCc1ccc(N=c2c([N+](=O)[O-])nn(-c3ccccc3)n2O)cc1
(25) COc1cc(C(=O)NCC(=O)NCCCSc2ccccc2)cc(OC)c1OC
(26) COc1cccc(-n2nnc3c(=O)n(CC(=O)NC4CCCC4)cnc32)c1
(27) CC(C)(C)n1nc2c(c1NC(=O)COc1ccc3ccccc3c1)CS(=O)(=O)C2
(28) c1ccc2sc(NC3=NCN(Cc4ccc5c(c4)OCO5)CN3)nc2c1
(29) Cc1ccc(N(CC(=O)NCc2ccc3c(c2)OCO3)C(=O)CCC(=O)Nc2ccccn2)cc1
(30) O=C(Nc1ncc(Br)s1)C1CCCN1S(=O)(=O)c1cccc2cccnc12 (stereo unspecified)

entry no.,21,22,23,24,25,26,27,28,29,30
COUP-TFII inh,-2,-6,-2,.,-23,.,-2,11,-3,8
TWEAK-Fn14 inh,16,-20,-7,-18,13,-3,10,-9,-4,-12
TROY NFkB inh,-1,-40,-9,-23,7,6,-2,-12,-37,-2
SRC3 inh,-4,-48,-15,-25,15,-3,-3,9,10,18
KKLEB tox,0,-2,26,20,2,-9,-11,0,5,-11
Shn3 3UTR inh,-21,-69,0,-7,5,21,4,3,5,7
SRC1 inh,-18,-39,-20,-25,4,12,8,10,5,-4
EBV LMP1 NFkB,6,-18,6,-15,5,1,-7,-2,-6,-1
C8 TRAIL sens,-12,29,3,-5,-14,-22,-5,-3,2,13
CF NFkB block,-16,-11,-10,-30,-26,11,25,2,-10,7
NR5A2 inv ag,9,-59,-12,25,-5,-1,12,1,13,-10

# Retrieved by structure from the list above:
(26) COc1cccc(-n2nnc3c(=O)n(CC(=O)NC4CCCC4)cnc32)c1
(28) c1ccc2sc(NC3=NCN(Cc4ccc5c(c4)OCO5)CN3)nc2c1
(22) COc1ccc(CCC(=O)N2CCc3ccccc32)cc1
(29) Cc1ccc(N(CC(=O)NCc2ccc3c(c2)OCO3)C(=O)CCC(=O)Nc2ccccn2)cc1
(30) O=C(Nc1ncc(Br)s1)C1CCCN1S(=O)(=O)c1cccc2cccnc12 (stereo unspecified)
(27) CC(C)(C)n1nc2c(c1NC(=O)COc1ccc3ccccc3c1)CS(=O)(=O)C2

entry no.,26,28,22,29,30,27
COUP-TFII inh,.,11,-6,-3,8,-2
TWEAK-Fn14 inh,-3,-9,-20,-4,-12,10
TROY NFkB inh,6,-12,-40,-37,-2,-2
SRC3 inh,-3,9,-48,10,18,-3
KKLEB tox,-9,0,-2,5,-11,-11
Shn3 3UTR inh,21,3,-69,5,7,4
SRC1 inh,12,10,-39,5,-4,8
EBV LMP1 NFkB,1,-2,-18,-6,-1,-7
C8 TRAIL sens,-22,-3,29,2,13,-5
CF NFkB block,11,2,-11,-10,7,25
NR5A2 inv ag,-1,1,-59,13,-10,12

# (cont.)
(31) CCCCN1CC[C@H]2C=CC[C@@H](C(=O)Nc3ccc(Cl)cc3Cl)[C@H]2C1=O
(32) CC(=O)CCc1ccc(OCC(O)CNCCOc2ccc(C)cc2)cc1 (stereo unspecified)
(33) Cc1cccc(OCC(=O)N2CCN(C(=O)Cc3ccccc3)CC2)c1
(34) S=C(Nc1cc(Cl)ccc1Cl)Nn1cnnc1
(35) COc1ccc(-c2[nH]ncc2/C=N/NC(=O)c2cc(Br)ccc2O)c(OC)c1
(36) Cc1ccc2nc(-c3ccccn3)cc(C(=O)Nc3ccc4c(c3)OCO4)c2c1
(37) COc1cc(Oc2ccccc2)nc(N)n1
(38) Cc1ccc(-c2nnc(N3CCN(CCO)CC3)c3ccccc23)cc1
(39) COc1ccccc1N1CCN(C(=O)/C=C/c2cccs2)CC1
(40) CC1CCCCN1S(=O)(=O)c1ccc(C(=O)Nc2nnc(C3CC3)o2)cc1 (stereo unspecified)

entry no.,31,32,33,34,35,36,37,38,39,40
COUP-TFII inh,-7,-1,0,16,13,2,3,-6,1,3
TWEAK-Fn14 inh,0,12,4,4,1,-17,11,-28,0,7
TROY NFkB inh,8,-5,7,1,-28,-14,-12,-3,-20,0
SRC3 inh,-11,-7,-4,10,-10,-19,-5,-9,14,8
KKLEB tox,-6,3,8,-5,1,-7,7,14,-2,-7
Shn3 3UTR inh,-2,-2,0,-12,-8,26,4,-12,-16,8
SRC1 inh,-11,-17,-28,-9,5,-1,-51,1,-30,8
EBV LMP1 NFkB,-6,6,-1,-5,1,-4,2,3,-8,8
C8 TRAIL sens,1,-5,-8,-3,-3,-3,-5,1,3,12
CF NFkB block,-27,9,-4,-6,-11,-16,-28,-6,-12,22
NR5A2 inv ag,7,6,14,18,-1,4,-5,-16,-21,8

(41) O=C(C[n+]1cc2ccccc2c2ccccc21)c1ccccc1
(42) CCCCNc1ccc(C(F)(F)F)cc1S(=O)(=O)NCCc1ccc(F)cc1
(43) CCN=c1scc(C)n1/N=C/c1ccsc1
(44) CCOC(=O)c1c(NC(=O)COC(=O)CCOc2cc(C)ccc2C)sc(C(=O)N(C)C)c1C
(45) COc1ccc(C(=O)CC(Nc2ccc([N+](=O)[O-])cc2)c2ccc(Cl)cc2)cc1 (stereo unspecified)
(46) O=[N+]([O-])c1ccc(S(=O)(=O)Nc2nnc(C3CCCCC3)s2)cc1
(47) COc1cc2c(cc1NC(=O)CSc1nc3cc(Cl)ccc3s1)oc1ccccc12
(48) O=C(C1CC(=O)N(c2ccc(F)cc2)C1)N1CCCCCC1 (stereo unspecified)
(49) CCc1cccc2c(=O)c(C(=O)NCCN3CCOCC3)c[nH]c12
(50) C/C(=N\OC(=O)c1ccccc1)c1c(C)nc2cc(C)ccn12
(51) CCC(CC)NC(=O)COC(=O)CCC(=O)c1cccs1
(52) CCC(C)OC(=O)n1ccc(C(=O)Nc2nccs2)n1 (stereo unspecified)

entry no.,41,42,43,44,45,46,47,48,49,50,51,52
COUP-TFII inh,7,2,-54,-16,-16,-2,-10,1,2,-1,-33,-4
TWEAK-Fn14 inh,-38,28,-25,-9,53*,5,-1,29,-6,10,-3,-15
TROY NFkB inh,-23,-1,-32,20,11,7,13,-9,1,5,10,-68
SRC3 inh,-16,14,-62,4,22,-9,16,12,3,-13,10,-18
KKLEB tox,-30,-2,3,-2,-16,4,-60*,4,-1,-14,-28,2
Shn3 3UTR inh,-20,17,-59,0,27,6,12,4,-2,-10,-3,-38
SRC1 inh,-24,7,-96,-9,11,-9,-4,-3,-8,-6,7,-53
EBV LMP1 NFkB,-2,8,-15,0,-5,3,9,1,-1,-2,6,3
C8 TRAIL sens,6,15,-6,-12,28,9,16,-16,-4,-7,-4,2
CF NFkB block,-8,30,-4,15,4,16,39,-2,-1,-3,-2,8
NR5A2 inv ag,-8,9,-116,-17,10,2,3,-14,-2,3,6,-29

# Bioassay records as filed in PubChem BioAssay.

# Not all compounds are listed, so the mix of outcomes need not match the whole.
